Lipid droplet: modulators of hepatic lipid droplet formation; inhibition, % at 6.5 µM; AID 1656; AML12 mouse hepatocytes, oleate lipid droplets, BODIPY imaging; actives 0.4% (n = 240,000);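 active means lipid droplet intensity inhibited by at least 50%, with more than 500 cells counted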
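Test system: AML12 hepatocytes (mouse); reagent: oleate loading, 100 µM; dosing: one dose, 6.5 µM compound; incubation: overnight exposure; signal: fluorescence imaging, 20x objective, two fields per well; read-out basis: % inhibition of corrected integrated BODIPY droplet signal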
b-catenin transl: alters nuclear translocation of beta-catenin in HeLa cells | actives 0.3% (n = 190,000) | immunofluorescence imaging | nuclear translocation activity, % at 5 µM;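 active means nuclear translocation activity above 50% at 5 µM, with a well cell count of 50 or more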;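 further: per-cell ratio of nuclear to cytoplasmic median beta-catenin stain intensity; plate controls were DMSO negative control for no effect and GSK-3 inhibitor IX positive control for full effect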
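System: HeLa cells, endogenous beta-catenin; compound dosing: 5 µM primary single dose, 0.1% DMSO, 0.02–20 µM confirmation series; incubation: 24 h compound exposure at 37°C, 5% CO2; signal: beta-catenin immunofluorescence imaging with DAPI; evaluation: % activation, nuclear-to-cytoplasmic median beta-catenin signal ratio per cell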
Autophagy HCS: autophagy modulation, high-content screen; MEF GFP-LC3 puncta imaging; test concentration mostly 10 µM; actives 0.98% (n = 190,000); calls only at 10 µM (by protocol);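 active means percentage of spot-positive cells more than 3 SD above its plate mean, without a fluorescence outlier flag or 80% toxicity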;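 further: spot-positive cell cutoff set from DMSO-treated cells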
Salmonella PhoP GFP: PhoP-dependent GFP reporter repression – Salmonella Typhimurium, primary screen (AID 1863); S. Typhimurium PhoP-regulated promoter GFP reporter, 4 h; higher % means a stronger effect; inhibition, % at 50 µM, or IC50 in µM where a hit was titrated; actives 0.16% (n = 300,000);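 active means inhibition over 29.93%, a cutoff 3 SD above the screen mean, later confirmed by dose response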;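 further: 0% = low Mg2+ inducing control and 100% = high Mg2+ repressing control; strong numbers were not always called active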
T cell modulator: T cell immune modulators affecting CD8 T cell-vesicle binding. 2C CD8+ T cell-vesicle binding, flow cytometry; hits give low values. calls only at 7 µM. actives 0.068% (n = 330,000);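 active means response, share of CD8 T cells binding vesicles, and their 90th percentile fluorescence all below set limits, cut at about 80% in these data, passing the limit was not always enough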
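Material: murine 2C transgenic CD8+ T lymphocytes / Also added: QL9-peptide-loaded Drosophila micro-vesicles bearing Ld, ICAM-1 and B7-1 / Schedule: binding step 1.5 h, 37 °C, antibody labelling 20 min, ice / Signal: flow cytometry, PE anti-B7-1 (FL2) versus Alexa647 anti-CD8 (FL8), PFA-fixed / Evaluation: percent CD8+ FL2 mean versus row control / Benchmarks: naked versus QL9-loaded vesicles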
Ins promoter up: MIN6 insulin promoter up-regulation; MIN6 insulin promoter-GFP reporter, high-content imaging; hits give high values; z-score at 5 µM; actives 0.3% (n = 190,000); AID 1625;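 active means z-score above 3 at 5 µM with at least 500 cells counted in the well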
Dynein transport: blocks dynein driven cargo transport along microtubules. z-score, hits read low. 3617.4 mouse cells, GR-EGFP nuclear translocation imaging; test concentration mostly 20 µM; stimulated with dexamethasone, 1 µM; hits give low values. actives 0.47% (n = 220,000);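 active means plate z-score of nuclear minus cytoplasmic receptor signal below a set negative limit, without overly bright fluorescence or cell loss, cut at about -3.5 in these data, passing the limit was not always enough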;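 further: z-score of nuclear minus cytoplasmic ring GR-EGFP intensity difference per well; some compounds called inactive have numbers as strong as hits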
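Buffer or medium: tet-free medium with charcoal-stripped serum / Also added: dexamethasone agonist, 1.0 µM final, for 30 min / Timing: induction 48 h, compound 1 h, agonist 30 min / Measured by: high-content fluorescence imaging after fixation / Read-out: nuclear-to-cytoplasmic GR-EGFP distribution per well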
CSM14.1 death rescue: protection against thapsigargin-triggered cell killing – 384-well, CSM14.1, ATP luminescence, primary screen (AID 1222). 190,000 tested, under 10 active. CSM14.1 thapsigargin-induced death rescue, ATP luminescence; higher % means a stronger effect. one-dose cellular ATP content (survival), % at 20 µM; EC50 in µM for titrated hits;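 active means EC50 below 50 µM in the dose-response confirmation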;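 further: death triggered by thapsigargin at about 15 µM added after 2 h compound pretreatment; cell ATP read after overnight thapsigargin exposure of roughly 18 to 22 hours; normalized against plate controls of thapsigargin alone and 5% DMSO vehicle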
MT stabilize HCS: microtubule stabilizers in HeLa cells; HeLa tubulin immunostaining HCS, 24 h; share of cells brighter than vehicle mean+2SD; % tubulin-high responders, % at 10 µM; actives 0.83% (n = 200,000); AID 2205;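 active means plate Z-score above 3 for both tubulin-high and condensed-nucleus cell shares, with cell loss under 80%, at 10 µM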;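 further: anti alpha tubulin signal scored within the nucleus-defined area of each cell; some results filed as inactive read as strong as hits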
Dynein transport cytoplasmic EGFP: also measured in Dynein transport; calls as there; z-score; measured here: cytoplasmic GR-EGFP intensity; hits give high values
Dynein transport nuclear GR-EGFP: further read-out of Dynein transport, marked with its call; z-score; measured here: nuclear GR-EGFP intensity;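 lower value marks the stronger effect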
Dynein transport cell count: further read-out of Dynein transport, marked with its call; z-score; measured here: cell count per field
Ins promoter up cell count: recorded beside Ins promoter up, whose call it bears; cell count; measured here: cytotoxicity, nuclei count;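 total cells summed across four imaged fields per well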
Lipid droplet cells 6.5 µM: further read-out of Lipid droplet, marked with its call; cell count; measured here: cell count, cytotoxicity flag;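 cells counted across two imaged fields per well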
b-catenin transl cell count 5 µM: second read-out of b-catenin transl, no call of its own (marks repeat the call); cell count; measured here: cell count, cytotoxicity flag
T cell modulator vesicle-bound %: also measured in T cell modulator; calls as there; double positive events, %; measured here: CD8+ vesicle-bound cell fraction;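 binding gate set so that unloaded-vesicle control wells show 10% double positive cells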
MT stabilize HCS Hoechst-high %: further read-out of MT stabilize HCS, marked with its call; % Hoechst-high responders; measured here: nuclear condensation Hoechst responders;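 share of cells brighter than vehicle mean plus two SD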
MT stabilize HCS cytotoxicity %: recorded beside MT stabilize HCS, whose call it bears; toxicity, %; measured here: cytotoxicity by cell density;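 0% = mean cell density of plate MIN control wells and 100% = no cells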
Autophagy HCS cell loss 18 h: second read-out of Autophagy HCS, no call of its own (marks repeat the call); toxicity, %; measured here: cell loss, nuclei count;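 cell loss after 18 h compound exposure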
Active calls of the source: *; i = inactive; . = not tested or not shown. Compounds were not picked by outcome (roughly 3% active in at least one column).

SMILES	Lipid droplet	Lipid droplet cells 6.5 µM	b-catenin transl	b-catenin transl cell count 5 µM	Autophagy HCS	Autophagy HCS cell loss 18 h	Salmonella PhoP GFP	T cell modulator	T cell modulator vesicle-bound %	Ins promoter up	Ins promoter up cell count	Dynein transport	Dynein transport cytoplasmic EGFP	Dynein transport nuclear GR-EGFP	Dynein transport cell count	CSM14.1 death rescue	MT stabilize HCS	MT stabilize HCS Hoechst-high %	MT stabilize HCS cytotoxicity %
Fc1cccc(CN2CCN(c3nc4nonc4nc3NC3CC3)CC2)c1	-11.3	688	1.0	1000	i	17.8	-1.2%	i	56.1	-0.45	1531	0.393	4.25	1.14	-2.14	0.0%	2.6	2.6	1.5
CC(/C=C1\SC(=S)N(C(C(=O)O)c2ccccc2)C1=O)=C\c1ccccc1 (stereo unspecified)	-11.5	692	0.9	1334	.	.	0.1%	i	56.5	-0.31	1398	-0.41	-0.0583	-0.295	-0.499	.	.	.	.
O=C(CCc1ccccc1)OCC(=O)c1cccc([N+](=O)[O-])c1	4.5	678	-4.4	1114	i	3.4	5.1%	i	19.1	0.43	1212	1.36	-0.155	0.863	-1.02	-0.9%	2.8	1.4	7.7
COc1ccc(OC)c(NC(=O)c2ccccc2NC(=O)c2ccco2)c1	0.0	748	0.3	1223	.	.	-12.5%	i	33.6	-1.6	1049	0.639	-0.209	0.946	-0.508	.	.	.	.
CCOc1ccc2[nH]c3c(NCCc4ccc(OC)c(OC)c4)ncnc3c2c1	-8.2	721	0.4	1320	.	.	-2.1%	i	53.5	-0.54	1036	-0.0877	-0.107	0.346	0.56	.	.	.	.
Cc1nnc2n1N=CC=C(C(C)(C)C)S2	.	.	-6.5	979	i	-9.7	-5.2%	i	53.8	0.05	1407	-0.0421	-0.205	-0.0351	0.76	-0.8%	2.6	2.0	3.0
CCCn1nnnc1SCC(=O)NCc1cccs1	.	.	-13.6	954	i	11.2	3.2%	i	57.5	0.32	1223	-0.649	-0.297	-0.0813	0.392	1.0%	5.3	3.2	8.5
O=S(=O)(Nc1ccc(OC(F)(F)F)cc1)c1cccc2nonc12	-26.6	709	0.0	1320	.	.	1.0%	i	34.4	-0.24	1072	-0.714	-0.247	0.0226	0.398	.	.	.	.
Cc1cc(C)c(-c2cc(C(=O)Nc3c(C)n(C)n(-c4ccccc4)c3=O)[nH]n2)c(O)c1	-4.2	658	-1.3	1073	i	-3.7	6.3%	i	28.2	0.7	1887	1.24	-0.245	1.01	-0.648	-2.0%	2.7	1.6	29.0
CC(=O)c1ccc(C(=O)N2CCC(CO)(Cc3cccc(C(F)(F)F)c3)CC2)cc1	-5.1	614	-2.3	1025	i	12.1	3.9%	i	39.9	-0.08	1405	-0.504	-0.276	-0.429	0.347	1.7%	3.9	1.9	5.4
COC(=O)C1(CCSC)NC(c2ccc(O)c(OC)c2)C2C(=O)N(c3ccc(C)cc3)C(=O)C21 (stereo unspecified)	-18.9	664	2.0	1010	i	-4.7	-5.8%	i	26.9	0.22	1404	-0.276	-0.359	-0.188	1.24	0.1%	1.0	1.7	6.3
CC1CCc2onc(C(=O)NCc3ccco3)c2C1 (stereo unspecified)	-22.1	682	1.4	1076	i	-9.7	-4.3%	i	67.0	0.65	1226	-0.578	0.202	0.0688	0.455	0.6%	.	.	.
CCN(CC)S(=O)(=O)c1cccc(C(=O)N/N=C2\CCCC(=O)C2)c1	13.4	789	-0.1	1311	.	.	-8.9%	i	21.7	0.09	1084	1.13	-0.268	0.398	-0.526	.	.	.	.
COc1ccc(C)cc1S(=O)(=O)N1CCN(S(=O)(=O)c2cc(C)ccc2OC)C(C)C1 (stereo unspecified)	-34.6	564	1.4	1031	i	0.2	1.6%	i	11.6	0.09	1754	2.4	-0.384	0.887	-0.518	-1.0%	4.9	1.1	14.4
O=[N+]([O-])c1ccc(-c2c[nH]c(=S)[nH]2)cc1	9.7	700	3.0	1004	.	.	-11.0%	i	22.9	-0.07	1343	-0.376	-0.258	-0.274	0.802	.	.	.	.

Next part, overlapping the part above by five compounds.
SMILES	Lipid droplet	Lipid droplet cells 6.5 µM	b-catenin transl	b-catenin transl cell count 5 µM	Autophagy HCS	Autophagy HCS cell loss 18 h	Salmonella PhoP GFP	T cell modulator	T cell modulator vesicle-bound %	Ins promoter up	Ins promoter up cell count	Dynein transport	Dynein transport cytoplasmic EGFP	Dynein transport nuclear GR-EGFP	Dynein transport cell count	CSM14.1 death rescue	MT stabilize HCS	MT stabilize HCS Hoechst-high %	MT stabilize HCS cytotoxicity %
COC(=O)C1(CCSC)NC(c2ccc(O)c(OC)c2)C2C(=O)N(c3ccc(C)cc3)C(=O)C21 (stereo unspecified)	-18.9	664	2.0	1010	i	-4.7	-5.8%	i	26.9	0.22	1404	-0.276	-0.359	-0.188	1.24	0.1%	1.0	1.7	6.3
CC1CCc2onc(C(=O)NCc3ccco3)c2C1 (stereo unspecified)	-22.1	682	1.4	1076	i	-9.7	-4.3%	i	67.0	0.65	1226	-0.578	0.202	0.0688	0.455	0.6%	.	.	.
CCN(CC)S(=O)(=O)c1cccc(C(=O)N/N=C2\CCCC(=O)C2)c1	13.4	789	-0.1	1311	.	.	-8.9%	i	21.7	0.09	1084	1.13	-0.268	0.398	-0.526	.	.	.	.
COc1ccc(C)cc1S(=O)(=O)N1CCN(S(=O)(=O)c2cc(C)ccc2OC)C(C)C1 (stereo unspecified)	-34.6	564	1.4	1031	i	0.2	1.6%	i	11.6	0.09	1754	2.4	-0.384	0.887	-0.518	-1.0%	4.9	1.1	14.4
O=[N+]([O-])c1ccc(-c2c[nH]c(=S)[nH]2)cc1	9.7	700	3.0	1004	.	.	-11.0%	i	22.9	-0.07	1343	-0.376	-0.258	-0.274	0.802	.	.	.	.
O=C(Nc1cccn(Cc2ccccc2)c1=O)NC1CCCCC1	.	.	3.4	1354	i	-8.1	4.5%	i	49.4	-0.28	1597	0.169	-0.238	-0.839	1.25	5.0%	2.4	1.8	6.9
O=[N+]([O-])c1cc(C(F)(F)F)ccc1Sc1ccccn1	8.4	621	3.0	989	i	0.8	7.9%	i	38.5	-0.68	1482	-0.34	-0.281	-0.387	0.495	-4.2%	3.4	2.1	1.2
O=c1[nH][nH]cc1C=Nc1ccc(Cl)cc1	-1.6	691	-1.0	1095	i	30.1	2.6%	i	51.3	0.04	1248	0.788	-0.163	0.333	-0.42	.	2.0	1.1	0.1
CN(Cc1ccccc1)S(=O)(=O)c1ccc(NC(=S)NC(=O)C2CCCCC2)cc1	8.5	670	0.5	971	i	29.1	8.2%	i	42.1	-1.06	1195	-0.454	-0.173	-0.363	-0.43	-0.3%	20.4	9.9	58.7
O=C(Nc1ccc(Cl)cc1)NC1CCCCC1Cc1ccco1 (stereo unspecified)	.	.	0.9	1311	i	2.9	23.2%	i	5.6	-0.36	1660	0.228	-0.202	1.01	-0.411	2.6%	4.0	3.3	7.0
Cc1cc(=O)oc2c1c(C)nn2-c1nn[nH]n1	20.5	766	1.0	1026	i	-2.9	0.5%	i	34.5	0.75	1300	0.131	-0.238	0.238	-0.0627	0.6%	4.0	1.3	9.1
CCCn1c(=NC(=O)c2ccc3c(c2)OCO3)c(C#N)cc2c(=O)n3cccc(C)c3nc21	-11.8	732	-4.0	1196	.	.	.	.	.	1.77	1235	.	.	.	.	0.7%	.	.	.
O=C(NCc1cccs1)C1CCN(S(=O)(=O)c2ccc3c(c2)OCCO3)CC1	.	.	1.1	1165	i	-9.7	-11.0%	i	2.7	-0.14	1183	0.312	-0.496	0.382	-0.182	1.5%	2.4	1.4	8.6
CC(C)(C)c1cc(N)n(-c2ccc(C(=O)O)cc2)n1	2.9	700	-0.2	1518	i	-12.0	-4.9%	i	65.9	0.56	1438	0.706	-0.12	0.365	-1.48	-1.1%	2.5	2.5	2.2
O=C(NCCCc1ccccc1)c1cccs1	.	.	.	.	i	-3.5	-3.7%	i	24.7	.	.	-0.876	-0.213	-0.703	0.925	-2.0%	1.2	1.3	5.2
COc1ccc(C2=CSC3=C(C(=O)c4cccc(S(=O)(=O)N(C)C)c4)CCN23)cc1	-10.0	805	.	.	i	7.7	8.4%	i	45.9	1.6	895	-0.0456	0.547	-0.172	0.308	2.2%	2.0	2.0	10.6
Cc1nnc(-c2cnn(C)c2N)n1CCCN(C)C	3.0	686	-0.6	1086	i	0.0	0.5%	i	29.9	-0.86	1356	-0.577	-0.397	-0.113	1.48	4.8%	4.3	3.9	13.4
O=C(CC(=O)N/N=C/c1ccc(Cl)cc1Cl)NCc1ccccc1	.	.	.	.	i	13.8	-11.8%	i	55.7	.	.	1.12	-0.254	-0.3	0.264	1.6%	1.9	1.9	6.7

From PubChem
